High-throughput results: PubChem BioAssay, National Center for Advancing Translational Sciences (NCATS)
D2 agonist: D2 dopamine receptor (human) agonism. activation, % at 2 µM. P14416. 340,000 tested, 0.53% active. HEK293 T-REx D2 cells, calcium flux agonist mode;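 active means activation over 3 SD above normal in the single-dose calcium agonist read, cut at about 30% in these data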; further: 0% is about no effect
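Tetracycline-induced HEK293 T-REx cells with force-coupled D2 receptor, plated overnight at 30 C, loaded with no-wash calcium dye. After a 10 s baseline, compound was pin-added and calcium flux read kinetically for 180 s; calcium rises flagged agonists.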
D2 antagonist: antagonizes the human D2 dopamine receptor; AID 485344; inhibition, % at 10 µM; P14416; HEK293 TREx D2 cells, calcium flux, dopamine EC80; 340,000 tested, 2% active; in the data active means inhibition above about 30%; further: 0% is about no effect
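HEK293 T-REx D2 cells, tet-induced, calcium dye no-wash. Cpd pintool add, 180 s kinetic, then EC80 DA, 180 s kinetic. Ca flux read.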
TRHR enhancer: allosterically enhances the human TRH receptor | 360,000 tested, 0.66% active | enhancement, % at 2 µM | TRHR cells, fluo-8 calcium fluorescence, EC20 TRH enhancement | AID 493056 | P34981; in the data active means enhancement above about 30%; further: 0% is about no effect
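TRHR-expressing cells loaded with fluo-8 calcium dye were read kinetically (ex 480/em 530) during compound addition, then stimulated with an EC20 of TRH (10 nM final). Enhancement of the Gq-mediated intracellular calcium response was scored.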
mIDH1 inhibitor: blocks human mutant IDH1 R132H enzyme | IDH1-R132H enzyme, NADPH consumption, diaphorase/resazurin fluorescence | 390,000 tested, 0.093% active | Potency, µM (doses to about 76.6 µM), without a hit: at the highest dose activity change, negative = inhibition, actives largely listed as inhibitors; further: potency means the concentration at half of the fitted maximal effect; on the % scale 0 is the no-effect control and ±100 the full control effect; nearly all actives have a fitted effect of over 65% in size
Target sequence (O75874 whole entry R132H, stated change not applied): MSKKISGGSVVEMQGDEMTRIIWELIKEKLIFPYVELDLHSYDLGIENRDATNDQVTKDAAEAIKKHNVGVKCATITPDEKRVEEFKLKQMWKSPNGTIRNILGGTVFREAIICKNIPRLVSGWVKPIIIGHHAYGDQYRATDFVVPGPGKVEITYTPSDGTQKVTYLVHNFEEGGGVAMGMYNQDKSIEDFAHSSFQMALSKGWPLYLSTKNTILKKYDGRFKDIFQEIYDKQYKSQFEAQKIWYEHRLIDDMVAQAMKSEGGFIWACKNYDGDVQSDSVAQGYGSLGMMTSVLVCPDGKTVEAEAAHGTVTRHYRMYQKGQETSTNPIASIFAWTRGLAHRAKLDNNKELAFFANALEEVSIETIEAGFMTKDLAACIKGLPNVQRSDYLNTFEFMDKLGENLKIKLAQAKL
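IDH1-R132H (0.5 ug/mL dispensed) in pH 7.5 Tris buffer was preincubated 30 min with compound, then given a substrate mix of 0.016 mM NADPH and 2 mM alpha-KG for 80 min at room temperature; remaining NADPH was read by diaphorase/resazurin fluorescence.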
TRHR agonist: activates the human TRH receptor. P34981. TRHR cells, calcium flux fluo-8, FDSS agonist mode. activation, % at 2 µM. 360,000 tested, 0.18% active; in the data active means activation above about 30%; further: 0% is about no effect
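TRHR-expressing cells, plated overnight in medium with 10% serum, were loaded with fluo-8 calcium dye at room temperature. After a 10 s baseline, library compound was pin-added and calcium release was recorded kinetically (ex 480/em 530) as agonist response.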
PI4K2A inh: inhibitors of human PI4K2A; activity change, negative = inhibition, % at 76.9 µM; 420,000 tested, 0.13% active; AID 1346378; Q9BTU6; purified PI4K2A, ADP-Glo luminescence, 1 h; active compounds read low; in the data active means activity change below about -50%; inconclusive means mostly about -30% to -49%;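 further: -100% = wells without enzyme as full effect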
Target sequence (Q9BTU6 whole entry, looked up): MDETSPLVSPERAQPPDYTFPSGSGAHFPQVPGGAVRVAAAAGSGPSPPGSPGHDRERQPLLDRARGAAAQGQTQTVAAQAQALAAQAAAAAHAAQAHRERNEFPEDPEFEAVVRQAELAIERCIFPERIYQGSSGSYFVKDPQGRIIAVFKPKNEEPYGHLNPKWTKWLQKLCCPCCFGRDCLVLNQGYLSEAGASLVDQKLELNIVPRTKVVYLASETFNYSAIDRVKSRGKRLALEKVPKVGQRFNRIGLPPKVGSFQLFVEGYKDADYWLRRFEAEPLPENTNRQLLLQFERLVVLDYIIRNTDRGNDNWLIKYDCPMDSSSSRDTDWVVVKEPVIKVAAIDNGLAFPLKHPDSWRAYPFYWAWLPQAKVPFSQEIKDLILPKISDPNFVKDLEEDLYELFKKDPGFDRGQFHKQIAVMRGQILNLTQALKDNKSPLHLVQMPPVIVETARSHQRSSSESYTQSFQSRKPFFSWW
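In this quantitative HTS, ADP production by PI4K2A was quantified luminescently after 1 h at ambient temperature; 100 microM adenosine served as plate-quality control.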
USP1 inh: blocks the human USP1/UAF1 deubiquitinase complex; O94782; recombinant USP1/UAF1, Ub-Rhodamine cleavage fluorescence; Potency, µM (highest dose often 57.1 µM), without a hit: top-dose activity change, negative = inhibition, usual class: inhibitors; 390,000 tested, 0.23% active; AID 743255; further: potency means the concentration at half of the fitted maximal effect; on the % scale 0 is the no-effect control and ±100 the full control effect; nearly all actives have a fitted effect of over 60% in size; inactives centre near -12
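USP1/UAF1 complex at 1 nM was preincubated with compound for 15 min at room temperature, then Ub-Rho substrate (150nM final) was added. Fluorescence (480/540 nm) was read kinetically, 6 reads every 60 seconds.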
TrxR1 substrate: substrates of rat thioredoxin reductase 1; O89049; purified TrxR1 substrate turnover, NADPH consumption readout; Potency, µM (doses to about 114 µM), without a hit: at the highest dose activity change, negative = substrate turnover; 390,000 tested, 0.01% active; AID 588456; further: potency means the concentration at half of the fitted maximal effect; on the % scale 0 is the no-effect control and ±100 the full control effect; nearly all actives have a fitted effect of over 50% in size
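Rat TrxR1, dispensed at 90 nM, was prereduced with 400 uM NADPH (final) for 5 min at ~22 deg C, then incubated with compound 15 min before 400 uM selenite. A first-read NADPH fluorescence drop versus no-compound background flagged substrates.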
rTrxR1 inhibitor: rat TrxR1 inhibition | 390,000 tested, 1% active | recombinant rTrxR1, NADPH fluorescence consumption, selenite substrate | AID 588453 | Potency, µM (doses to about 114 µM), for the others: at the highest dose activity change, negative = inhibition, most hits filed as inhibitors | O89049; further: potency means the concentration at half of the fitted maximal effect; on the % scale 0 is the no-effect control and ±100 the full control effect; nearly all actives have a fitted effect of over 65% in size
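Rat TrxR1 (90 nM in the dispensed reagent) was pre-reduced with 400 uM NADPH for 5 min at room temperature, then incubated with compound for 15 min. After 400 uM selenite was added, NADPH fluorescence (Ex 340/Em 450 nm) was followed for 8 min.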
* hit, by the source's call; ? = inconclusive; . = no result given; [ ] = another dose, or the depositor's remark. Unless noted, the call rests on the fitted dose curve; in most records, active means well fitted inhibition curve with a large enough effect; inconclusive means small, poorly fitted or top-dose-only effect; inactive means no such curve, though single readings can be large or run the other way.

SMILES	D2 agonist	D2 antagonist	TRHR enhancer	mIDH1 inhibitor	TRHR agonist	PI4K2A inh	USP1 inh	TrxR1 substrate	rTrxR1 inhibitor
COc1ccc(OC)c(N/C(=N/c2nc(C)cc(C)n2)NC(C)=O)c1	3.9	0	1	10%	1.9	-3	1%	4%	14%
O=C(COC(=O)Cc1ccc(Br)cc1)NCC1CCCCC1	1.2	4	-2	0%	-1.5	2	-9%	-2%	9%
O=C(COC(=O)c1ccccc1NC(=O)c1ccco1)NC1CCCCC1	.	.	4	9%	-0.7	6	-5%	4%[57.1 µM]	9%[57.1 µM]
CC(=O)c1cc(-c2ccccc2)[nH]c1N1CCCC1	-0.7	-2	-2	-3%	0.2	8	-14%	11%[57.1 µM]	?
CCCC(=O)Nc1ccc2oc(-c3ccncc3)nc2c1	-0.6	1	-3	7%	0.2	-2	1%	19%	-19%
N#CCCn1cc(/C=N/NC(N)=S)c(-c2ccc(Br)cc2)n1	-0.2	-7	1	-8%	-0.4	-7	-1%	-6%	-12%
O=c1[nH]c2cc(Cl)c(Br)cc2o1	.	.	.	3%	.	1	-13%	15%[57.1 µM]	19%[11.4 µM]
COc1ccc(OC)c2c(N3CCN(C)CC3)cc(C(F)(F)F)nc12	-0.8	2	-1	9%	-0.1	8	-9%	2%	-6%
O=C(N/N=C/c1ccccn1)c1cccc(S(=O)(=O)N2CCCC2)c1	0.4	-7	-4	-16%	0.0	-2	-3%	-4%	11%
Cc1c(NC(=O)C(C)OC(=O)c2cccs2)c(=O)n(-c2ccccc2)n1C (stereo unspecified)	0.1	4	1	0%	-0.4	7	-19%	2%	23%
O=C(COC(=O)CNC(=O)C1CCCCC1)Nc1ccc(F)c([N+](=O)[O-])c1	.	.	.	2%	.	1	-1%	-7%	2%
Cn1nc(C(=O)NCc2ccc(F)cc2)c2c1-c1ccccc1S(=O)(=O)C2	0.6	-14	-4	-10%	-0.1	-1	-18%	-2%	1%
CC1=C(C(=O)N2CCOCC2)C(c2ccc(C)cc2)NC(=S)N1 (stereo unspecified)	1.3	8	5	-1%	0.9	2	-10%	-6%	-6%
Cc1ccccc1NCC(=O)c1ccc(Br)cc1	-2.7	6	14	?	0.3	14	-9%	8%	8%
Cc1ccc(C(C)C)cc1OCC(=O)N1CCN(C(=O)c2ccco2)CC1	-0.5	-4	-8	0%	-0.3	-1	-13%	-2%	6%
CCSC1=C(C#N)C(=O)n2c1cc1c2CCCC1	1.4	3	0	0%	0.1	-7	-14%	-7%	?
COc1ccc(NC(=O)c2ccco2)c(NC(=O)Cc2cccs2)c1	2.9	-6	-1	8%	-0.6	-10	-15%	-6%	-7%[57.1 µM]
CSCC[C@H](N)C(=O)N1CCC(C(=O)N[C@H](C)C(=O)NC(C)c2ccccc2)CC1 (stereo partly specified)	-1.4	-19	-1	-6%	0.1	2	-2%	4%	6%
O=C(c1cccc(S(=O)(=O)N2CCCC2)c1)N1CCN(c2ccccc2F)CC1	0.5	4	-2	12%	-0.7	-1	-17%	11%	18%
Cc1ccn(CC(=O)N/N=C/c2cc([N+](=O)[O-])ccc2O)n1	-1.1	11	-8	8%	-1.9	3	-5%	-18%	-16%

Eleven entries from above, reformatted:
compound | D2 agonist | D2 antagonist | TRHR enhancer | mIDH1 inhibitor | TRHR agonist | PI4K2A inh | USP1 inh | TrxR1 substrate | rTrxR1 inhibitor
COc1ccc(OC)c(N/C(=N/c2nc(C)cc(C)n2)NC(C)=O)c1 | 3.9 | 0 | 1 | 10% | 1.9 | -3 | 1% | 4% | 14%
O=C(COC(=O)Cc1ccc(Br)cc1)NCC1CCCCC1 | 1.2 | 4 | -2 | 0% | -1.5 | 2 | -9% | -2% | 9%
O=C(COC(=O)c1ccccc1NC(=O)c1ccco1)NC1CCCCC1 | . | . | 4 | 9% | -0.7 | 6 | -5% | 4%[57.1 µM] | 9%[57.1 µM]
CC(=O)c1cc(-c2ccccc2)[nH]c1N1CCCC1 | -0.7 | -2 | -2 | -3% | 0.2 | 8 | -14% | 11%[57.1 µM] | ?
CCCC(=O)Nc1ccc2oc(-c3ccncc3)nc2c1 | -0.6 | 1 | -3 | 7% | 0.2 | -2 | 1% | 19% | -19%
N#CCCn1cc(/C=N/NC(N)=S)c(-c2ccc(Br)cc2)n1 | -0.2 | -7 | 1 | -8% | -0.4 | -7 | -1% | -6% | -12%
O=c1[nH]c2cc(Cl)c(Br)cc2o1 | . | . | . | 3% | . | 1 | -13% | 15%[57.1 µM] | 19%[11.4 µM]
COc1ccc(OC)c2c(N3CCN(C)CC3)cc(C(F)(F)F)nc12 | -0.8 | 2 | -1 | 9% | -0.1 | 8 | -9% | 2% | -6%
O=C(N/N=C/c1ccccn1)c1cccc(S(=O)(=O)N2CCCC2)c1 | 0.4 | -7 | -4 | -16% | 0.0 | -2 | -3% | -4% | 11%
Cc1c(NC(=O)C(C)OC(=O)c2cccs2)c(=O)n(-c2ccccc2)n1C (stereo unspecified) | 0.1 | 4 | 1 | 0% | -0.4 | 7 | -19% | 2% | 23%
O=C(COC(=O)CNC(=O)C1CCCCC1)Nc1ccc(F)c([N+](=O)[O-])c1 | . | . | . | 2% | . | 1 | -1% | -7% | 2%

Next structures:
SMILES	D2 agonist	D2 antagonist	TRHR enhancer	mIDH1 inhibitor	TRHR agonist	PI4K2A inh	USP1 inh	TrxR1 substrate	rTrxR1 inhibitor
OC(COc1ccc(C2C=CCC2)cc1)CN1CCCCC1 (stereo unspecified)	0.6	-9	5	-4%	0.0	13	-11%	10%	15%
CCc1ccc(NC(=O)c2ccc3oc(=O)n(Cc4ccccc4)c3c2)cc1	.	.	6	4%	-2.0	-2	-15%	-11%[57.1 µM]	6%[57.1 µM]
CCOC(=O)CSc1nc2ccccc2c(=O)n1CCN1CCOCC1	0.3	-12	-4	11%	0.2	1	-6%	1%[57.1 µM]	-1%
COc1ccc([C@H](OC)[C@@]2(Cc3ccc(O)cc3)N=C(N)N(C)C2=O)cc1	0.3	0	-9	0%	0.3	-3	-22%	4%[57.1 µM]	12%[57.1 µM]
Cn1c(N)c(C(=O)COC(=O)c2ccc(-c3ccccc3)cc2)c(=O)n(C)c1=O	.	.	.	7%	.	-15	-17%	3%	12%
CCCC(=O)N1CCCC(C(=O)c2ccc(OC)c(OC)c2)C1 (stereo unspecified)	0.5	26	3	4%	0.4	4	1%	9%	23%
O=C(c1ccco1)N1CCN(CC(=O)N2CCCc3c2c(=O)oc2ccc(O)cc32)CC1	1.3	30	2	3%	0.6	-3	12%	-9%[57.1 µM]	16µM*
O=C(c1ccco1)N1CCN(CCOc2ccc(F)cc2)CC1	-2.2	-13	13	4%	-0.5	-3	-22%	5%	11%
NS(=O)(=O)c1cc(C(=O)OCC(=O)N2CCOCC2)ccc1Cl	.	.	-1	0%	0.8	3	-25%	6%	17%
COc1ccc(C2CC(=O)c3c([nH]c(C(=O)OC4CCCCCC4)c3C)C2)cc1 (stereo unspecified)	0.6	.	4	-10%	0.5	-2	10%	-6%	4%
N#Cc1nc(-c2ccc(OCc3ccc(Cl)cc3)cc2)oc1NCCCn1ccnc1	0.1	-16	0	0%	1.0	6	-16%	-1%	1%
c1ccc(-c2nc3ccccc3o2)nc1	0.0	-5	-3	8%	-0.2	5	-9%	40%[activator]	-14%
O=C(NC(=S)NC1CCCCCCCCCCC1)c1cccnc1	1.4	3	-7	2%	1.0	3	6%	9%[57.1 µM]	18%[57.1 µM]
O=C(Nc1cccc(/C=C/c2ccccn2)c1)c1ccc(-n2cncn2)cc1	.	.	.	0%	.	-9	-8%	6%	3%
CC(C)C1C(c2ccccc2)N(C)C(c2ccccc2)CC1(O)c1ccccc1 (stereo unspecified)	-1.7	-10	0	4%	0.8	7	-24%	-5%	1%
O=C(Nc1ccc(OC(F)(F)F)cc1)c1ccc2nccnc2c1	0.5	-40	2	9%	-1.1	-5	-3%	-8%	7%
COc1ccc(Cl)cc1NC(=O)c1cc2ccccn2n1	-0.4	.	1	40%[activator]	0.5	-3	?	1%[57.1 µM]	16%[57.1 µM]
N#Cc1c(NC(=O)CSc2nc(N)cc(=O)[nH]2)sc2c1CCCC2	-0.8	-12	-4	6%	0.3	-20	-11%	-3%	5%
O=C(CSc1oc(-c2ccco2)nc1S(=O)(=O)c1ccc(Cl)cc1)Nc1ccc(F)cc1	1.6	.	-2	10%	1.8	-18	-13%	5%	-8%
O=C(NCC1CCCO1)c1ccc2[nH]c3c(c2c1)CCCC3 (stereo unspecified)	-0.3	13	2	-2%	0.0	4	-15%	-2%	-10%
COc1ccc(OC)c(NC(=O)c2cc3c(s2)-c2ccccc2SC3)c1	0.3	.	-3	.	0.8	0	-14%	5%	13%
CCOC(=O)c1ccc(NC(=O)c2nc[nH]c2C(=O)NCc2ccccc2)cc1	0.6	-19	-3	0%	0.7	1	-25%	15%[57.1 µM]	8%[57.1 µM]
Cc1cccc(NS(=O)(=O)c2cc3c4c(c2)CCC(=O)N4CCC3)c1	-0.2	2	4	-2%	0.0	2	-6%	7%[57.1 µM]	19%[57.1 µM]
C/C(=N\NC(=O)COc1ccc(C(C)(C)C)cc1)c1ccc(-n2ccnc2)cc1	0.6	-3	-2	-3%	0.1	3	-22%	-2%	5%
Cc1ccnc(NC(=O)Cn2c(=O)oc3ccccc32)c1	-1.2	4	-5	12%	0.0	5	-11%	0%	14%
CCOC(=O)N1CCC(NC(=O)c2ccc3c(c2)N(Cc2cc(C)ccc2C)C(=O)c2ccccc2S3(=O)=O)CC1	0.4	.	27	.	0.5	6	-8%	5%	21%
COc1ccccc1NC(=O)CSc1nnnn1-c1ccccc1OC	-0.7	-14	-3	-6%	-0.4	-2	-24%	3%	25%
Cc1nc2ccc(S(=O)(=O)NC(C(=O)N3CCN(c4cccc(Cl)c4)CC3)C(C)C)cc2s1 (stereo unspecified)	.	.	4	-2%	-0.9	1	-23%	-1%	5%
COc1ccc(CNCCC(c2ccc(OC(C)C)cc2)c2ccccc2OC)cc1 (stereo unspecified)	-1.2	18	-3	2%	-0.2	-4	-8%	-1%	16%
